SMARCA2 act – increases SMARCA2 function in MMTV reporter cells; MG213 cells, MMTV-luciferase reporter, dexamethasone, overnight; activation, % at 9.1 µM; actives 1% (n = 370,000); AID 652017; in the data active = activation above about 7.8%;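 also: 0% = vehicle wells and 100% = reference activator wells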
PG9 Ab binder – small molecules binding HIV-1 gp120 antibody PG9 | AID 624416 | actives 0.43% (n = 360,000) | TR-FRET gp120-PG9 antibody binding | inhibition, % at 6.7 µM; in the data active = inhibition above about 8.5%
ADAM10 inh – ADAM10 inhibition, QFRET primary screen; actives 0.62% (n = 370,000); inhibition, % at 7 µM; O14672; recombinant ADAM10, EDANS/DABCYL FRET peptide cleavage, 3 h;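 active = inhibition above a per-campaign cutoff equal to the mean of compounds falling between control-based bounds plus 3 SD, cut at about 20% in these data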;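 also: 0% = DMSO wells while the 100% control is not disclosed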
hcDAF12 agonist – activates DAF-12 receptor from parasite H. contortus; HEK293 hcDAF-12 lit1-tk-luc reporter, luminescence; 0% DMSO, 100% Δ7-dafachronic acid; activation, % at 6.8 µM; actives 1.4% (n = 370,000); AID 652067;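 active = activation above the mean of all tested compounds plus 3 SD, cut at about 5.5% in these data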;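 also: 100% = response to 3 µM Δ7-dafachronic acid high control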
DAX1 inh-1 – inhibits human nuclear receptor DAX1; P51843; HEK293 Gal4-DAX1 luciferase reporter, luminescence; inhibition, % at 6.75 µM; actives 0.99% (n = 340,000); AID 504766;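 active = inhibition above the mean over all tested compounds plus 3 SD, cut at about 4.2% in these data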;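 also: 0% = DAX1-transfected cells with DMSO and 100% = empty-vector control cells with DMSO; inhibition shows as a rise in luminescence from relieved DAX1 repression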
Target sequence (P51843 207-470 limits assumed): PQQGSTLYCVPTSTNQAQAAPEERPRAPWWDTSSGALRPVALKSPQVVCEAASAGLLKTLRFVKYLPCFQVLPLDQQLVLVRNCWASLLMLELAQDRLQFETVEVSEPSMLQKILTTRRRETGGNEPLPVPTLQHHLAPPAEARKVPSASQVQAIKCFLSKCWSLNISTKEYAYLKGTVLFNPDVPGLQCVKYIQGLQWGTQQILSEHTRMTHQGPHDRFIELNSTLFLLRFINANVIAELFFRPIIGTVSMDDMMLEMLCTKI
NPR1 activator – GC-A (human) enzyme activation | AID 1671463 | P16066 | HEK293 GC-A cells, cGMP TR-FRET, EC30 ANP; 0% at EC30 ANP, 100% saturating ANP | activation, % at 10 µM | actives 0.14% (n = 370,000); in the data active = activation above about 40%
GAA850 FXN act – increases GAA850 frataxin promoter reporter activity | HEK293 lucGAA850 FXN promoter luciferase reporter, 24 h; percent of 10 µM SAHA response | activation, % at 6 µM | actives 0.56% (n = 360,000) | AID 540364;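 active = activation above the average of all compounds screened plus 3 SD, cutoff fixed separately per campaign, cut at about 7.5% in these data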;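 also: 0% = DMSO wells and 100% = 10 µM SAHA wells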
ssDAF12 agonist – activates DAF-12 receptor from parasite S. stercoralis; HEK293 ssDAF-12/GRIP1 lit1-tk-luc reporter, luminescence; % of 3 µM dafachronic acid response; activation, % at 6.8 µM; actives 1% (n = 370,000);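 active = activation above the mean over all tested compounds plus 3 SD, cut at about 0.9% in these data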;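 also: 0% = DMSO-only wells and 100% = 3 µM delta7-dafachronic acid wells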
DAX1 inh-2 – inhibitors of DAX1 repression of SF-1 activated StAR promoter | AID 652010 | actives 1.1% (n = 370,000) | inhibition, % at 6.8 µM | HEK293T StAR-luciferase reporter, SF-1/DAX-1 repression relief;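 active = inhibition above the mean over all tested compounds plus 3 SD, cut at about 3.6% in these data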;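 also: 0% = DAX-1 cells with DMSO and 100% = cells lacking DAX-1 with DMSO; higher inhibition means more luminescence from relief of DAX-1 repression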
hgDAF12 agonist – hgDAF-12 agonism, primary luciferase screen; HEK293 GAL4-hgDAF12 UAS-luciferase reporter, agonist luminescence; normalized to butyrate control; activation, % at 6.8 µM; actives 1.8% (n = 370,000); AID 687014;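 active = activation above a cutoff set at the mean of all screened compounds plus 3 SD, cut at about 10% in these data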;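 also: 0% = DMSO wells and 100% = sodium butyrate wells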
ADAM17 inh – inhibitors of human ADAM17. P78536. recombinant ADAM17, EDANS/DABCYL FRET peptide cleavage. inhibition, % at 6.95 µM. actives 0.83% (n = 370,000). AID 720648;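 active = inhibition above the mean of compounds lying between control limits plus 3 SD, set per campaign, cut at about 8.5% in these data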;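 also: 0% = DMSO-only wells as the low control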
Target sequence (P78536 215-824 limits assumed): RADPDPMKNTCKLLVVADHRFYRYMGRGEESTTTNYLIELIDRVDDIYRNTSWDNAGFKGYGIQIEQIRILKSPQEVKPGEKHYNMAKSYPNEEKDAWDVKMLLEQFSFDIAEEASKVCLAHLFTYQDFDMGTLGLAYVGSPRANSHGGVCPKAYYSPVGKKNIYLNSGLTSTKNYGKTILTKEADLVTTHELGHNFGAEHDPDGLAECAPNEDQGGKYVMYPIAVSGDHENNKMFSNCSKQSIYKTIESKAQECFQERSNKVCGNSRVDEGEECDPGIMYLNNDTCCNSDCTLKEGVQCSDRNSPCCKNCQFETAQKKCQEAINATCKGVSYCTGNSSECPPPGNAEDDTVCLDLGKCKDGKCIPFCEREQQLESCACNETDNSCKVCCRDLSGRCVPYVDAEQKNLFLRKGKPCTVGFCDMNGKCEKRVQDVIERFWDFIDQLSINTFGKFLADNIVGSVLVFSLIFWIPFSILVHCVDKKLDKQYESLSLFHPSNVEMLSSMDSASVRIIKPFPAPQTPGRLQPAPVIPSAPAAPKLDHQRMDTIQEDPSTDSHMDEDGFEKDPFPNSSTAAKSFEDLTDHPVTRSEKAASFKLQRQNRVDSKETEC
An asterisk follows results filed as active; i = inactive; / = no result given.

#	Molecule	SMARCA2 act	PG9 Ab binder	ADAM10 inh	hcDAF12 agonist	DAX1 inh-1	NPR1 activator
1	Cc1ccc(C(=O)COC(=O)C(C)N2C(=O)C3C4CCC(C4)C3C2=O)cc1C (centres undefined)	-0.2	1.2	-2.3	0.2	-0.3	6.0
2	O=C(NCc1ccncc1)C(=O)NCC1OCCN1S(=O)(=O)c1cc(F)ccc1F (centres undefined)	-0.8	2.1	3.9	-1.7	0.5	-0.3
3	CN(C)Cc1c(O)ccc2[nH]cnc12	-0.1	-0.5	-0.3	1.9	0.3	1.4
4	CCN(CC)S(=O)(=O)c1ccc2c(c1)nc(CCC(=O)OCc1c(C)noc1C)n2C	-2.4	-2.6	-0.1	-1.9	-0.5	-2.5
5	COc1cc(/C=N/O)cc(Br)c1OCc1cccc(Cl)c1	-2.1	0.1	13.5	1.0	-0.3	6.6
6	OC[C@@H]1CN(CCN2CCOCC2)C[C@H](n2cnc3c(NCc4ccc(F)cc4)ncnc32)O1	-0.5	0.3	-13.9	1.2	/	1.0
7	O=C(N/N=C1\CC2CC=CC12)c1ccc(Br)cc1 (centres undefined)	0.8	-0.1	-5.3	-0.6	0.1	3.4
8	CCOC(=O)N/N=C/c1c[nH]c2ccccc12	3.0	0.0	-10.5	6.2*	4.0	-0.1
9	CC(C)(C)NC(=O)C(c1ccccc1)N(C(=O)c1csnn1)C1CC1 (centres undefined)	-2.6	-0.3	2.2	1.3	2.0	-9.4
10	CC(C)(C)C(=O)Cn1c(=O)n(CC2CCCO2)c(=O)c2ccccc21 (centres undefined)	1.6	1.0	0.1	0.2	1.0	0.6
11	O=C(O)c1ccc(N=c2oc3cc(O)ccc3cc2C(=O)NCc2ccccc2)cc1	3.6	3.1	i	1.4	0.5	-1.7
12	CCc1nc(NC(C)(C)C)c2cnn(-c3ccccc3)c2n1	1.3	-0.7	10.2	0.1	2.1	-0.5
13	COc1ccc(Br)cc1CNC(=O)Nc1cccs1	-0.1	-0.2	5.9	2.3	0.7	-6.5
14	Cc1ccc(NC(=O)Nc2ccc(S(N)(=O)=O)cc2)cc1	3.1	-3.1	1.0	0.1	-0.9	-0.8
15	O=C(N/N=C/c1ccc(Br)o1)c1cncc(Br)c1	0.7	-5.2	3.1	0.8	-1.5	-4.2

#	GAA850 FXN act	ssDAF12 agonist	DAX1 inh-2	hgDAF12 agonist	ADAM17 inh
1	-0.2	-1.0	-2.0	-1.2	-1.6
2	1.2	-0.3	0.8	0.5	-2.2
3	2.2	-1.3	-0.2	0.7	-4.5
4	1.2	-1.1	-0.4	0.2	-2.8
5	3.1	-1.1	-0.9	2.5	7.0
6	-1.5	-1.4	0.0	-0.8	-8.0
7	1.1	-1.4	-0.2	3.4	-5.4
8	0.7	0.2	-0.6	6.0	-2.1
9	-0.3	-0.8	-0.4	1.6	2.4
10	-1.9	-1.2	0.3	1.7	-5.1
11	4.9	-0.9	0.8	4.6	i
12	7.0	0.4	0.9	4.8	0.7
13	-2.2	0.8	-0.9	0.8	2.2
14	2.5	-0.8	-0.3	2.9	-0.2
15	1.2	-0.4	-0.4	-3.0	0.9

Sorted by count of non-hydrogen atoms (rising): some entries from above.
#	Molecule	SMARCA2 act	PG9 Ab binder	ADAM10 inh	hcDAF12 agonist	DAX1 inh-1	NPR1 activator
3	CN(C)Cc1c(O)ccc2[nH]cnc12	-0.1	-0.5	-0.3	1.9	0.3	1.4
7	O=C(N/N=C1\CC2CC=CC12)c1ccc(Br)cc1 (centres undefined)	0.8	-0.1	-5.3	-0.6	0.1	3.4
1	Cc1ccc(C(=O)COC(=O)C(C)N2C(=O)C3C4CCC(C4)C3C2=O)cc1C (centres undefined)	-0.2	1.2	-2.3	0.2	-0.3	6.0
2	O=C(NCc1ccncc1)C(=O)NCC1OCCN1S(=O)(=O)c1cc(F)ccc1F (centres undefined)	-0.8	2.1	3.9	-1.7	0.5	-0.3

#	GAA850 FXN act	ssDAF12 agonist	DAX1 inh-2	hgDAF12 agonist	ADAM17 inh
3	2.2	-1.3	-0.2	0.7	-4.5
7	1.1	-1.4	-0.2	3.4	-5.4
1	-0.2	-1.0	-2.0	-1.2	-1.6
2	1.2	-0.3	0.8	0.5	-2.2

Carrying on.
#	Molecule	SMARCA2 act	PG9 Ab binder	ADAM10 inh	hcDAF12 agonist	DAX1 inh-1	NPR1 activator
16	O=C(COc1ccc2ccc(=O)oc2c1)c1ccccc1	3.0	-3.8	-61.7	0.6	1.2	4.9
17	Cc1c(C)c2ccc(OCC(=O)NCCN3CCOCC3)c(C)c2oc1=O	-1.3	-0.6	-187.4	-2.2	1.8	3.2
18	COC(=O)[C@H](CCSC)NC(=O)Cn1cnc2c(NCc3ccccc3)ncnc21	-4.1	-0.7	-9.0	-0.3	0.1	3.9
19	O=c1c(-c2ccc(Oc3ccccc3)cc2)[n+]([O-])c2ccccc2n1OCc1ccccn1	-3.8	-2.6	9.0	-1.6	-2.3	-0.6
20	CN(CC(=O)NC1CCCCCC1)S(=O)(=O)c1ccc(F)cc1	1.7	-2.3	7.2	-0.3	0.3	0.8
21	COCc1[nH][nH]c(=O)c1C=Nc1ccc(Cl)cc1	0.8	-1.7	4.9	-1.1	-0.1	1.4
22	O=C(O/N=C/c1ccc2c(c1)OCO2)c1ccc([N+](=O)[O-])cc1	0.2	-1.1	4.1	0.0	0.9	0.4
23	Cc1cc2nc(NC(=O)C3(C)CCN(C)C3)[nH]c2cc1C (centres undefined)	-3.5	-1.1	-24.0	0.3	/	2.1
24	CCc1[nH]nc2c1C1(CCN(C(=O)OCc3ccccc3)CC1)C(C#N)=C(N)O2	-2.3	-0.8	-3.7	0.5	0.1	-3.0
25	Cc1ccc(N(C)C(=O)C2CCN(S(=O)(=O)c3ccc4c(c3)oc(=O)n4C)CC2)cc1	5.5	-0.7	-4.1	-0.9	0.8	-5.8
26	N#CC1(c2c(O)nc3n(c2=O)CCCS3)CCCCC1	2.5	-3.4	1.9	0.4	0.3	0.7
27	COc1ccc(NS(=O)(=O)NC(=O)c2c(C)n(C)c3ccccc23)cc1	1.0	-0.8	1.1	7.3*	-0.8	-0.1
28	CCOC(=O)c1c(C)[nH]c(C)c1C(=O)COC(=O)[C@@H](NC(=O)c1ccccc1OCC)C(C)C	0.3	-2.8	11.2	-2.9	-1.3	-21.2
29	COc1ccc(CN2CCSCC2)cc1O	-0.6	-1.6	-4.8	-1.0	1.0	4.5
30	CCOc1ncccc1C(=O)OCC(=O)NC(=O)c1ccccc1	-1.3	-1.0	-3.0	-0.7	0.2	0.4

#	GAA850 FXN act	ssDAF12 agonist	DAX1 inh-2	hgDAF12 agonist	ADAM17 inh
16	0.7	-0.8	-0.4	1.2	-26.3
17	1.4	-1.1	0.3	2.1	-60.5
18	1.5	-1.6	-1.4	1.7	-5.3
19	-0.2	-1.6	-0.7	1.7	2.4
20	0.4	-0.8	-0.7	0.0	-2.6
21	1.0	-1.2	-0.4	1.7	3.4
22	2.2	-1.3	1.7	2.7	1.0
23	0.9	0.2	-1.0	1.4	-10.3
24	-7.7	-1.1	-0.1	-1.1	-3.1
25	-0.5	-1.2	0.1	-0.1	-2.9
26	-2.1	-0.8	0.1	1.4	-2.1
27	-2.5	-0.5	-0.4	6.0	1.1
28	4.2	-1.8	-0.6	-4.7	0.7
29	1.6	0.1	0.3	3.1	-0.6
30	1.6	-1.0	-2.3	0.1	-5.8

Further structures
#	Molecule	SMARCA2 act	PG9 Ab binder	ADAM10 inh	hcDAF12 agonist	DAX1 inh-1	NPR1 activator
31	O=C(NC(Cc1ccccc1)C(=O)O)C1CCN(S(=O)(=O)c2cccc(C(F)(F)F)c2)CC1 (centres undefined)	1.1	1.6	0.3	2.3	-0.3	2.4
32	Cc1ccc(C)c(NC(=O)c2ncn[nH]2)c1	-3.0	0.1	-2.1	-0.8	0.5	1.6
33	COc1ccc(C(=O)Nc2c(N)nc(SCC(=O)Nc3ccc(NC(C)=O)cc3)[nH]c2=O)cc1	-2.0	0.0	5.7	0.2	0.5	-4.8
34	CC1(C)NC(=O)N(CC(O)CN(c2ccccc2)S(=O)(=O)c2ccccc2[N+](=O)[O-])C1=O (centres undefined)	-1.1	-2.7	-1.3	-1.8	2.9	1.0
35	CCCCNc1c(-c2ccc(-c3ccc(OC)cc3)c(OC)c2)nc2ccccn12	3.7	3.8	i	-2.2	-1.5	12.4
36	CCOC(=O)CC1C(=O)NCCN1S(=O)(=O)c1ccc(F)cc1 (centres undefined)	0.3	-1.6	1.0	-2.0	0.8	0.9
37	O=C(Cc1ccccc1[N+](=O)[O-])Nc1cccc(S(=O)(=O)NC2=NCCCCC2)c1	-0.6	-0.2	-5.6	1.5	0.1	0.3
38	COc1ccc(/C=C2/SC(=S)N(CCC(=O)N3CCN(C)CC3)C2=O)cc1	-2.7	-4.8	1.2	2.7	-0.1	-3.0
39	Cc1ccc(S(=O)(=O)N2CCOCC2)cc1C(=O)N1CCN(S(=O)(=O)c2cccs2)CC1	-5.6	-0.2	6.6	-2.4	-0.1	2.3
40	COc1ccc(S(=O)(=O)N(C)CC(=O)Nc2ccc3c(c2)OCCO3)cc1OC	-2.2	1.9	6.9	-0.4	0.1	0.5
41	CCc1nc(N2CCN(C(=O)c3ccco3)CC2)c2c3c(sc2n1)CCCC3	-1.9	1.5	-39.2	-3.5	-0.9	-1.2
42	CCN=C1NC(c2ccccc2C(F)(F)F)C(C(=O)OC)=C(C)N1C (centres undefined)	2.0	0.6	1.3	-0.6	/	3.0
43	Cc1ccc(O)c(-c2cc(C(F)(F)C(F)F)[nH]n2)c1	0.7	0.7	10.3	-1.1	-1.1	-0.4
44	COc1cccc(CN2CC(C(=O)N3CCOCC3)CCC2=O)c1 (centres undefined)	-0.1	-2.6	-6.7	1.9	0.2	1.3
45	CCCCCCN1C[C@@H](n2cc(-c3ccc(F)cc3)nn2)[C@H](O)C[C@@H]1c1ccccc1	-2.1	-0.9	-0.4	0.0	0.6	-4.1

#	GAA850 FXN act	ssDAF12 agonist	DAX1 inh-2	hgDAF12 agonist	ADAM17 inh
31	-0.6	-0.3	0.1	3.8	0.6
32	1.9	-0.9	-0.2	-2.3	-1.1
33	1.5	-1.4	-1.7	-1.2	4.7
34	-1.2	-1.1	0.3	3.5	0.3
35	2.5	-1.5	0.1	-0.1	-324.6
36	1.9	-1.5	0.8	-3.3	0.2
37	0.7	-0.6	-0.5	1.3	0.6
38	-1.4	-1.0	0.1	-1.2	1.7
39	-0.6	-0.7	0.4	-2.4	-0.7
40	2.1	-1.3	0.2	-1.4	1.4
41	1.7	-2.2	-1.4	-4.2	-13.9
42	/	-1.4	0.1	-1.0	-1.2
43	1.5	-1.4	0.0	0.3	2.2
44	2.0	-0.6	-0.1	6.6	-2.8
45	1.1	-1.3	-0.2	1.1	0.6

Not a hit list; any-hit rate near 6.8%.
